UGM FP inh: blocks M. tuberculosis UGM enzyme; P9WIQ1; purified UGM, fluorescence polarization probe displacement; inhibition, % at 10 µM; actives 0.06% (n = 320,000); in the data active = inhibition above about 10%, passing the limit was not always enough; inconclusive = no clear call, values can overlap the other calls
Target sequence (P9WIQ1 whole entry, looked up): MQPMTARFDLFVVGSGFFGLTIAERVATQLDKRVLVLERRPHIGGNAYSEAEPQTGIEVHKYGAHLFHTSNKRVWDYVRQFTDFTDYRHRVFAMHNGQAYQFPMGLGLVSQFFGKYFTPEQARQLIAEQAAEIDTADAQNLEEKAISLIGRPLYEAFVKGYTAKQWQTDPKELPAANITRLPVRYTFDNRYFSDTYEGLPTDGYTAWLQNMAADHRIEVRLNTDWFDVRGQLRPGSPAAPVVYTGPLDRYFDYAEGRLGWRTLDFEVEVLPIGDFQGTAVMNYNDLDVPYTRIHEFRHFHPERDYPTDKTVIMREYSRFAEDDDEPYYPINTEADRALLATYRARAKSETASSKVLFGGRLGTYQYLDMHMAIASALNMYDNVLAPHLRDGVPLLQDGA
FBA Mtb inh: inhibitors of M. tuberculosis fructose-bisphosphate aldolase. purified M. tuberculosis FBA, fluorescence read-out. inhibition, % at 1 µM. actives 2.3% (n = 360,000). AID 588726; in the data active = inhibition above about 27%;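 note: 0% = vehicle and 100% = reference inhibitor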
Target sequence (P9WQA3 whole entry, looked up): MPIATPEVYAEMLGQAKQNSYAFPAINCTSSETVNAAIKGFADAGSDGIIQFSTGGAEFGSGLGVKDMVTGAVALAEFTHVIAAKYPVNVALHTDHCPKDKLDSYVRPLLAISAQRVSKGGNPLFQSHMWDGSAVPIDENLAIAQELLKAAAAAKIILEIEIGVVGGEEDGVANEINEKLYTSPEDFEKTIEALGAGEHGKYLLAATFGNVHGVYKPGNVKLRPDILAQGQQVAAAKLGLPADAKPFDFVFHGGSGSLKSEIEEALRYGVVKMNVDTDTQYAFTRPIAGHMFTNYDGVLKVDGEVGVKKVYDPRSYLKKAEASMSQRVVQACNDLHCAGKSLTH
GDH-TPI inh: inhibits GDH-TPI coupling enzymes, artifact for Mtb FBA screen. GDH-TPI coupled enzyme counterscreen, NADH absorbance. inhibition, % at 4.8 µM. actives 1.2% (n = 360,000). AID 588335; in the data active = inhibition above about 30%;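 note: 0% = DMSO wells and 100% = wells lacking the enzyme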
Y pestis TopoI: inhibitors of Yersinia pestis topoisomerase I; Y. pestis Topo-I cleavage product accumulation, plate reader; actives 0.064% (n = 360,000); activity, % at 10 µM; in the data active = activity above about 50%, passing the limit was not always enough; inconclusive = no clear call, values can overlap the other calls; note: inactives centre near 2
FadD28 FP inh: blocks FadD28 binding to the bisubstrate probe. fluorescence polarization. inhibition, % at 12.5 µM. actives 0.22% (n = 360,000). AID 588549; in the data active = inhibition above about 8.5%, passing the limit was not always enough; inconclusive = no clear call, values can overlap the other calls
TcdB GH inh: TcdB glycohydrolase inhibition | P18177 | TcdB glycohydrolase enzymatic assay, plate reader | actives 0.24% (n = 350,000) | inhibition, % at 9.99 µM; in the data active = inhibition above about 10%
PfHsp40 yeast: rescue of PfHsp40-mediated yeast toxicity. S. cerevisiae expressing PfHsp40, growth rescue, ATP luminescence. actives 0.68% (n = 340,000). growth rescue, % at 12.5 µM. AID 504582; in the data active = growth rescue above about 28%, passing the limit was not always enough; inconclusive = no clear call, values can overlap the other calls;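 note: yeast W303a lacking pdr1 and pdr3 grown in galactose medium; growth measured after three days at 30 °C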
Mtb BioA inh: blocks M. tuberculosis BioA enzyme activity | purified M. tuberculosis BioA enzyme, plate reader | inhibition, % at 9.99 µM | actives 0.096% (n = 360,000) | AID 602481; in the data active = inhibition above about 40%; inconclusive = no clear call, values can overlap the other calls
Vc quorum ag: inducers of Vibrio cholerae quorum light production without autoinducers | actives 0.16% (n = 350,000) | activation, % at 18.7 µM | V. cholerae BH1578 lux reporter, luminescence, 6 h; in the data active = activation mostly above about 9.7%, no sharp cut-off; inconclusive = no clear call, values can overlap the other calls; inactive = mostly below about 3.7%; note: not every result past the cut was called active; inactives centre near 0; reference of the scale not given here
Active calls of the source: *; i = inactive; ? = inconclusive; / = no result given.

SMILES	UGM FP inh	FBA Mtb inh	GDH-TPI inh	Y pestis TopoI	FadD28 FP inh	TcdB GH inh	PfHsp40 yeast	Mtb BioA inh	Vc quorum ag
CN(CCO)c1nc(NCc2ccccc2)c2cnn(C)c2n1	3.2	6	-14	4	-3.7	-0.2	-0.9	3.0	-0.4
O=[N+]([O-])c1ccccc1CCl	-0.9	2	7	5	0.3	0.4	-1.8	-1.8	-0.1
Cc1cc(Nc2ccccc2)n(CCO)n1	-1.1	-3	9	-8	-1.2	/	-0.7	1.0	-0.7
O=C1CC(N2CCN(c3nc4ccccc4s3)CC2)C(=O)N1c1cccc(F)c1 (centres undefined)	/	3	1	-1	-0.5	/	1.2	-1.3	i
CN(c1ccccc1C(=O)Nc1ccc(S(=O)(=O)N2CCCCC2)cc1)S(C)(=O)=O	-1.2	0	-10	2	-1.3	/	0.0	-0.6	i
N#CCCCCn1c(-c2cncs2)nc2ccccc21	0.5	9	-10	-1	-1.1	/	-0.5	5.3	0.5
Cc1c(C(=O)O)sc2c1c(=O)n(Cc1ccccc1)c(=O)n2C	-2.0	1	-6	-7	-5.0	0.3	-0.4	0.3	1.9
Cc1cccc(NS(=O)(=O)c2cccc3nsnc23)c1	-2.2	0	6	-3	-2.9	/	0.7	/	i
Cc1ccc(CNC(=O)C2CCC(CNS(=O)(=O)c3cccs3)CC2)cc1 (centres undefined)	-0.4	3	-1	7	-2.4	0.3	-0.5	-1.3	i
O=C(Nc1ccccc1Cl)c1cc2ccccc2o/c1=N\O	-2.3	4	12	5	-3.8	0.6	-0.4	-1.0	-0.5
COc1ccc(C(=O)NCC2CCCCC2)cc1S(=O)(=O)N1CCOCC1	1.0	0	-15	13	-4.9	2.1	-0.4	2.9	4.3
Nc1ccnn1Cc1cccnc1	-0.5	2	-2	3	-0.2	0.4	0.0	1.7	0.3
N#C/C(=N/Nc1ccc(S(=O)(=O)N2CCOCC2)cc1)C(N)=O	-1.1	-8	13	-2	1.3	1.6	0.4	1.1	-1.8
O=C(CCc1ccccc1)NNC(=O)Nc1ccc(Cl)cc1	-1.6	2	1	2	-0.3	1.5	17	0.5	-1.8
Cc1oc2ccccc2c1CC(=O)NCCCN(C)C	-2.9	1	-3	0	-1.9	0.4	0.1	2.8	0.4
CCNc1ccccc(C(=O)/C=C/c2ccc3c(c2)OCO3)c1=O	3.1	4	13	2	-0.6	/	4.3	-2.7	-0.8
CCC(C)c1ccc(C(C)NC(=S)NCc2ccc(F)cc2)cc1 (centres undefined)	-0.7	2	1	23	-4.4	0.8	-1.0	-0.5	-0.4
CCN(CC)CCCNS(=O)(=O)c1ccc(OC)cc1	-6.1	1	11	4	-0.3	/	-1.5	/	-0.2
CC(C)(C)C(=O)NC(=S)NNC(=O)c1sc2ccccc2c1Cl	-1.9	3	14	6	-2.9	/	?	-2.2	-0.2
COc1ccc(/C=C/C(=O)c2ccc(OC)cc2O)cc1	0.5	0	25	-1	-3.1	2.0	-0.8	-0.4	i
O=C(Cc1cccs1)N/N=C/c1ccco1	-0.7	-1	5	1	-4.5	/	-1.0	-0.6	i
COc1ccc(NCC(=O)Nc2ccc(C#N)cc2)cc1Cl	1.9	1	1	6	-0.5	/	-0.5	0.1	-5.6
CC(=O)[C@@]1(O)[C@H](C)CC2C3CC=C4CC(OP(=O)(O)O)CC[C@]4(C)C3CC[C@@]21C (some centres undefined)	1.7	-1	-2	-4	-0.2	0.1	-0.9	-3.3	-1.4
CCCCCCCC(=O)NNC(=O)CC(=O)Nc1ccccc1C(=O)O	6.6	8	7	6	0.4	/	0.3	-1.1	-0.2
COC(=O)CSC1=C(C#N)C(c2sccc2C)CC(=O)N1 (centres undefined)	0.1	2	3	-4	-3.8	/	2.3	-0.2	-0.4
Cc1ccccc1CN(c1ccc(C(=O)NCc2cccnc2)cc1)S(C)(=O)=O	-5.3	1	-1	6	-4.6	1.4	-2.2	4.4	i
CC(NCc1ccc(S(N)(=O)=O)cc1)C(=O)NCc1ccccc1 (centres undefined)	-0.9	-2	10	1	/	0.7	0.0	1.9	-0.6
COC(=O)C1C(O)=C(C=NCc2ccccc2)C(=O)CC1(C)C (centres undefined)	-0.3	0	-5	7	-4.4	/	-1.2	-1.8	i
O=C(CSc1ncnc2scc(-c3ccccc3)c12)N1CCN(c2ccccc2F)CC1	0.7	-1	11	27	-2.0	1.4	2.0	-1.5	i
CC(C)CN(C(=O)C1COc2ccccc2O1)c1c(N)n(CC(C)C)c(=O)[nH]c1=O (centres undefined)	1.2	1	2	4	-0.5	-2.1	-0.6	-0.2	2.5

Nothing new here: 5 of the compounds above.
SMILES	UGM FP inh	FBA Mtb inh	GDH-TPI inh	Y pestis TopoI	FadD28 FP inh	TcdB GH inh	PfHsp40 yeast	Mtb BioA inh	Vc quorum ag
CC(=O)[C@@]1(O)[C@H](C)CC2C3CC=C4CC(OP(=O)(O)O)CC[C@]4(C)C3CC[C@@]21C (some centres undefined)	1.7	-1	-2	-4	-0.2	0.1	-0.9	-3.3	-1.4
CCCCCCCC(=O)NNC(=O)CC(=O)Nc1ccccc1C(=O)O	6.6	8	7	6	0.4	/	0.3	-1.1	-0.2
COC(=O)CSC1=C(C#N)C(c2sccc2C)CC(=O)N1 (centres undefined)	0.1	2	3	-4	-3.8	/	2.3	-0.2	-0.4
Cc1ccccc1CN(c1ccc(C(=O)NCc2cccnc2)cc1)S(C)(=O)=O	-5.3	1	-1	6	-4.6	1.4	-2.2	4.4	i
CC(NCc1ccc(S(N)(=O)=O)cc1)C(=O)NCc1ccccc1 (centres undefined)	-0.9	-2	10	1	/	0.7	0.0	1.9	-0.6

Three entries from above, with values under each structure.
Every second line gives: UGM FP inh, FBA Mtb inh, GDH-TPI inh, Y pestis TopoI, FadD28 FP inh, TcdB GH inh, PfHsp40 yeast, Mtb BioA inh, Vc quorum ag
CCN(CC)CCCNS(=O)(=O)c1ccc(OC)cc1
 : -6.1, 1, 11, 4, -0.3, /, -1.5, /, -0.2
CC(C)(C)C(=O)NC(=S)NNC(=O)c1sc2ccccc2c1Cl
 : -1.9, 3, 14, 6, -2.9, /, ?, -2.2, -0.2
COc1ccc(/C=C/C(=O)c2ccc(OC)cc2O)cc1
 : 0.5, 0, 25, -1, -3.1, 2.0, -0.8, -0.4, i

Next compounds:
SMILES	UGM FP inh	FBA Mtb inh	GDH-TPI inh	Y pestis TopoI	FadD28 FP inh	TcdB GH inh	PfHsp40 yeast	Mtb BioA inh	Vc quorum ag
Cc1cc(C)n2nc(C(=O)Nc3c(C)nn(Cc4ccc(F)cc4)c3C)cc2n1	-1.5	12	-10	-3	-4.1	1.3	-0.1	/	0.0
CCn1c(SCc2ccccc2Cl)nc2ccccc21	-2.4	1	-4	32	-11	/	0.3	1.5	i
O=C(CN1C(=O)NC(Cc2c[nH]c3ccccc23)C1=O)NCCc1ccccc1 (centres undefined)	-1.9	0	-2	2	-2.1	0.0	0.7	0.6	-0.5
O=S(=O)(c1ccc(Cl)cc1)n1cccn1	0.9	-1	-6	7	-5.2	1.1	1.2	/	-1.4
CCOC(=O)C1CCCN(C(=O)c2ccc(Cl)cc2)C1 (centres undefined)	-1.5	1	9	-1	0.5	0.3	-0.9	/	-0.4
N#Cc1ccc(/C=C\c2nccc3c2[nH]c2ccccc23)cc1	0.7	54*	8	-4	-5.0	0.0	1.0	/	5.5
O=[N+]([O-])c1ccc2nc(-c3ccccc3[N+](=O)[O-])[nH]c2c1	2.0	-1	12	-7	-2.1	1.5	-1.2	/	-0.3
CC(C)CC(=O)Nc1ccc(C(=O)COc2ccc(-c3nnco3)cc2)cc1	-4.7	2	14	4	-2.1	/	0.4	-0.1	-0.3
Cn1c(=O)c2c(nc(Cl)n2CCOc2ccccc2)n(C)c1=O	3.2	0	-11	-4	-2.8	1.3	-0.7	-1.8	i
COc1cc(-c2noc(C)c2C(=O)NCCc2cccs2)cc(OC)c1OC	3.2	2	-6	4	-5.4	0.8	0.1	-1.4	i
Cc1onc(-c2ccccc2)c1C(=O)N/N=C/c1cn(C)c2ccccc12	0.5	-3	11	12	1.0	13*	-0.5	0.3	i
Cc1nc2ccccc2nc(C)c1=NOCc1cccc(Cl)c1	-1.8	3	-23	18	-2.1	-0.6	0.9	-0.5	-0.1
CCN(CC)S(=O)(=O)c1ccc2c(c1)nc(SCC(N)=O)n2-c1ccc(OC)cc1	-0.9	2	1	5	-2.2	/	1.4	7.2	6.1
COc1ccc(C(=O)Nc2ccccc2Cc2ccccc2)c(OC)c1	-0.2	3	5	23	-1.7	-0.4	1.3	/	-0.2
CC(/C=C1\NC(=S)NC1=O)=C\c1ccccc1	2.1	3	29	1	-2.8	-0.6	0.5	0.4	5.6
C=CCOC(=O)C1=C(C)Nc2nnnn2C1c1cccc(OC)c1OC (centres undefined)	-0.6	1	2	-2	-2.6	/	2.4	-0.2	i
CCc1cc(=O)oc2cc(C)cc(OCC(C)=O)c12	-1.5	77*	12	-6	-1.2	1.1	/	0.9	i
CCOC(=O)c1ccc(NC(=S)N(CCCN2CCCC(C)C2)Cc2ccco2)cc1 (centres undefined)	1.3	-2	-5	23	-2.0	/	0.9	-0.2	-0.2
O=C(NCc1cccc(Cl)c1)c1ccc2ccccc2n1	-1.6	0	-5	31	-2.0	0.3	0.2	1.2	0.6
CSc1nsc(/C=C/Nc2ccc(O)cc2C)c1C#N	-0.8	0	2	-6	2.6	0.6	0.2	-0.4	i
CCn1c(=O)cc(SCC(=O)Nc2ccc3c(c2)OCO3)c2ccccc21	1.5	-1	-6	30	-3.0	-0.2	0.1	/	3.4
Cc1c(C(=O)N/N=C/c2ccccc2)sc(=S)n1C	0.1	-2	23	-6	0.7	/	-0.3	-1.7	-0.7
C[n+]1c(-c2ccc(C=NNC(=O)c3ccc(C(=O)NN=Cc4ccc(-c5cn6ccccc6[n+]5C)cc4)cc3)cc2)cn2ccccc21	/	/	/	-22	-5.1	0.0	92*	/	i
Clc1ccc(-c2c[n+]3c(n2-c2ccccc2)SCC3)cc1	2.3	2	-8	2	-0.4	1.0	0.0	3.1	5.5
CNC(=S)NNC(=O)c1sccc1OCc1ccc(C)cc1	1.3	-2	-9	5	-3.1	/	-1.0	0.0	/
O=C1NC(=O)C(=CC=Cc2ccccc2)S1	/	-2	38*	12	0.0	1.6	/	-1.7	-4.8
O=C(C1CC1)N1CCc2cc(Br)cc(S(=O)(=O)N3CCOCC3)c21	5.6	-2	-10	5	-2.6	/	-0.5	-0.6	/
COc1ccc(C(c2nnnn2-c2c(C)cccc2C)N2CCC3(CC2)C(=O)NCN3c2ccccc2)cc1 (centres undefined)	/	-3	/	/	-3.1	-0.2	/	7.1	/
Cc1nc2sccn2c(=O)c1S(=O)(=O)NCCc1ccccc1	1.1	8	7	10	0.1	0.8	-0.5	-0.3	-0.6
Cc1ccc(CS(=O)(=O)Cc2ccc(C(=O)NCc3cccnc3)o2)cc1	2.1	1	9	-6	-1.6	/	0.0	-1.9	-1.6
CCC(C)NS(=O)(=O)c1ccc(OCC(=O)NCc2ccccn2)cc1 (centres undefined)	1.5	0	-1	-1	0.3	1.5	-1.5	/	i
CCOC(=O)c1c(N)nn(C(=O)c2ccccc2F)c1-c1ccc(OC)cc1	2.3	-1	-7	17	-5.8	1.6	-1.1	/	1.1
CC(C)CNC(=O)CSc1nc(-c2cccs2)cc(C(F)(F)F)n1	-0.6	2	19	0	0.7	/	1.5	-0.9	-0.9
Cc1cccc(C)c1-n1c(C)nn(CC#N)c1=O	1.3	6	5	4	-0.5	1.6	-0.7	-1.4	-0.5
Cc1nnc(NC(=O)CC(CN(C)S(=O)(=O)c2ccccc2)c2ccccc2)s1 (centres undefined)	1.3	-1	0	23	-2.8	2.1	-0.1	0.6	-0.3
CCN1CCN(Cc2cc(=O)oc3ccc(C)cc23)CC1	2.4	2	-2	1	0.3	0.6	-0.2	/	-0.5
O=C(NCCCN1CCOCC1)C(C(=O)NCCCN1CCOCC1)c1ncc(C(F)(F)F)cc1Cl	-0.9	2	-6	-15	-2.0	0.8	-2.5	0.8	-0.4
[O-][n+]1c2cc(C(F)(F)F)ccc2c2n1CCN=C2c1ccc(Cl)cc1	0.4	5	9	9	-1.5	1.4	1.0	0.6	i

Rows were taken by chance; about 4.6% have a hit in one of these screens.
